Screening results deposited in PubChem by Sanford-Burnham Center for Chemical Genomics.
TIM10 inh: growth inhibitors of isogenic TIM10 control yeast, primary screen, counter-screen for tim10-1 yeast inhibitor project, luminescence, uHTS; S. cerevisiae TIM10 strain growth, BacTiter-Glo luminescence, 24 h; inhibition, % at 10 µM; 330,000 tested, 1.4% active;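 active = inhibition of 40% or more at the single tested concentration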;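 also: wild-type TIM10 isogenic control strain grown at permissive 25 °C; 0% = DMSO yeast wells and 100% = minimal medium wells without yeast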
tim10-1 inh: growth inhibitors of tim10-1 mutant yeast, primary screen, luminescence, uHTS. S. cerevisiae tim10-1 ts strain growth, BacTiter-Glo, 24 h. inhibition, % at 20 µM. 330,000 tested, 2.2% active;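 active = inhibition of at least 40%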;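 also: mutant grown at 25 °C; 0% = DMSO wells with yeast and 100% = wells holding no yeast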
tim23-1 inh: growth inhibitors of tim23-1 mutant yeast, primary screen, luminescence, uHTS; AID 463212, 2010; inhibition, % at 20 µM; 330,000 tested, 1.3% active; S. cerevisiae tim23-1 growth, BacTiter-Glo luminescence, 24 h;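 active = growth inhibition of the mutant yeast at or above 50%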;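 also: temperature-sensitive mutant grown at 25 °C; plate controls were DMSO-treated mutant yeast for no effect and medium wells lacking yeast for full effect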
MIN6 prolif: inducers of MIN6 beta-cell proliferation, primary screen, ATP luminescence, uHTS; MIN6 cells proliferation, ATPlite luminescence, 48 h; cells starved in 0.2% serum; 100% = growth in 10% serum; proliferation, % at 10 µM; 330,000 tested, 0.29% active;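 active = compounds whose signal lies at least 3.5 SD above the mean of all wells on their plate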;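 also: 0% = DMSO-treated cells in low-serum medium and 100% = 10% serum control; some compounds called inactive have numbers as strong as hits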
MPTP block: mitochondrial permeability transition pore inhibitors, primary screen, biochemical, isolated mouse mitochondria, absorbance. Ca2+ swelling absorbance, 30 min. inhibition, % at 10 µM. 360,000 tested, 1.4% active. AID 602449, 2012;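 active = inhibition of 50% or more, scaled per plate between neutral and stimulator controls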;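 also: 0% = DMSO wells given calcium and 100% = 1 mM EGTA wells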
NR3A LBD binder: binders of NR3A ligand-binding domain, primary screen, biophysical, differential scanning fluorimetry, uHTS; AID 1259313, 2017; NR3A LBD differential scanning fluorimetry, Tm shift; 0% = protein alone, 100% = glycine-bound protein; Glutamate receptor ionotropic, NMDA 3A (GRIN3A) ligand-binding domain; Tm shift relative to glycine control, % at 25 µM; 340,000 tested, 2.5% active;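 active = melting temperature shift of at least 10% of the positive control shift, at one fixed dose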
APJ agonist: agonists of human apelin receptor APJ, primary screen, CHO-K1 cells, PathHunter beta-arrestin, luminescence | 0% DMSO wells, 100% apelin | activation, % at 20 µM | 330,000 tested, 0.11% active | AID 2520, 2010 | P35414;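 active = activation more than six SD over the plate average, tested at 20 µM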;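 also: 0% = DMSO alone and 100% = apelin-13 at 10 nM; some results filed as inactive read as strong as hits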
Target sequence (P35414 whole entry, looked up): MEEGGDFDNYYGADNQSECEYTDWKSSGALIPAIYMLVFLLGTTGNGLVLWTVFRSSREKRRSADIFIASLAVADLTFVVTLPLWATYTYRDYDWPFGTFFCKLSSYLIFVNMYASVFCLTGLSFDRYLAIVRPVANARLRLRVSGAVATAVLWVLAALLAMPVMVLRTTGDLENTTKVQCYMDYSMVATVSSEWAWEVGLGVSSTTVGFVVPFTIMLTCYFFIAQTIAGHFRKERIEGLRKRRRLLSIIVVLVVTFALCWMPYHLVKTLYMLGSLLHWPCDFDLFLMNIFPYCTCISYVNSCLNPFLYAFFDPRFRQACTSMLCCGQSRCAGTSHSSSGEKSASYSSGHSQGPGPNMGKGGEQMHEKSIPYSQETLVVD
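system = engineered CHO-K1 APJ arrestin reporter cells | input = 1000 cells per well | timing = overnight seeding, 90 min compound at 25 °C, 1 h detection | measured by = enzyme-fragment complementation luminescence | read-out = beta-arrestin recruitment to APJ as agonist activity, luminescent signal | control set = negative DMSO alone, positive Apelin-13 at 10 nM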
NALP3 yeast inh: NALP3 inflammasome inhibitors in reconstituted yeast, primary screen, luminescence, uHTS. Yeast reconstituted NLRP3/ASC/caspase-1, beta-gal luminescence, 24 h. inhibition, % at 10 µM. 330,000 tested, 0.39% active;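 active = inhibition of 50% or more; inactive = inhibition below 50%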;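 also: plate controls were induced DMSO wells for no effect and uninduced yeast grown without galactose for full effect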
APJ antagonist: antagonists of human apelin receptor APJ, primary screen, CHO-K1 cells, beta-arrestin complementation, luminescence | P35414 | inhibition, % at 20 µM | 330,000 tested, 0.32% active;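 active = inhibition above about 40% at 20 µM, limit read from the data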;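 also: cells challenged with 10 nM apelin-13 agonist together with compound; plate controls were apelin-13 plus DMSO wells for no effect and DMSO wells lacking apelin-13 for full effect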
* = called active by the depositor; . = not tested or not shown.

Values in the order: APJ agonist	APJ antagonist	MPTP block	NALP3 yeast inh	MIN6 prolif	tim10-1 inh	NR3A LBD binder	tim23-1 inh	TIM10 inh
(1) CC(C)Cn1c(CN(Cc2ccccc2)Cc2ccccc2)nc2c1c(=O)n(C)c(=O)n2C
 : -4	13	1.5	6	-7	24	2	39	13
(2) COc1ccc(Cl)cc1NC(=S)N1CCC(c2ccc(C)cc2)C1 (centres undefined)
 : -4	-14	0.7	10	-5	16	-3	26	18
(3) Cn1c(C(=O)OC(C(=O)NC2CCCCC2)c2ccncc2)cc2sccc21 (centres undefined)
 : 0	7	0.3	5	-3	2	-27	11	18
(4) COc1cccc(C(c2c(C)[nH]n(-c3ccccc3)c2=O)c2c(C)[nH]n(-c3ccccc3)c2=O)c1OC
 : -1	12	20	-27	0	52*	2	63*	32
(5) O=C(CCCSc1nc2ccccc2[nH]1)N1CCN(c2ccccc2)CC1
 : 0	-2	0.4	1	-3	17	0	10	14
(6) CCCNC(=O)NC(C)C12CC3CC(CC(C3)C1)C2 (centres undefined)
 : -4	5	0.4	31	-2	-1	-1	23	13
(7) O=[N+]([O-])c1ccc(NC(=S)NCCc2ccc(F)cc2)cc1
 : -1	10	100*	34	-3	75*	30*	74*	64*
(8) COCCN(CCOC)c1nc(-c2ccc(C)cc2)nc2ccccc12
 : 1	-20	0.6	32	-2	24	-1	35	-1
(9) Cc1ccc(SCc2nnc(NC(=O)c3ccccc3)s2)cc1
 : -2	-18	-0.6	2	-2	0	-1	-3	-5
(10) O=C(c1ccco1)N1CCN(Cc2c(F)cccc2Cl)CC1
 : 0	5	5.3	17	1	-20	-2	7	-18
(11) FC(F)(F)c1nc2ncc(Cl)cc2[nH]1
 : -3	-4	2.1	-19	-2	-4	-2	-7	-10
(12) O=C(Nc1cc2c3c(c1)CC(=O)N3CCC2)c1c(F)cccc1F
 : -1	23	-0.7	-8	0	-3	0	-3	3
(13) Cc1cnc([N+](=O)[O-])n1CCOC(=O)NC(=O)c1cccc(F)c1
 : -1	1	-0.2	2	-1	-1	-1	10	-10
(14) CC(=O)c1ccc(-c2ccc(C(=O)NC3CCCCCC3)o2)cc1
 : -2	9	0.4	6	-4	35	-4	38	26
(15) CCC1CCCCN1CCCNC(=O)CCCOc1cc(=O)n(C)c2ccccc12 (centres undefined)
 : -3	-5	0.4	15	-1	5	-1	15	7
(16) CC/C(=N\NS(=O)(=O)c1ccc(C)cc1)c1ccco1
 : -3	18	0.9	4	-2	0	0	17	3
(17) Cc1ccc(C(=O)NNC(=S)NC(=O)c2ccco2)cc1
 : -1	22	6.3	24	-3	-6	7	-1	26
(18) CN(CCc1cnn(C)c1)Cc1cn(C)nc1-c1ccccc1F
 : -1	10	-2.1	-2	-1	6	1	0	-27
(19) COc1ccc(/C=C/C(=O)OCC(=O)Nc2cccc(S(=O)(=O)NC3=NCCCCC3)c2)cc1
 : -2	3	-0.1	7	-1	11	1	12	0
(20) CCc1cccc2c(C(=O)COC(=O)C3=NNC(=O)CC3)c[nH]c12
 : -3	12	-1.5	6	-4	5	1	-5	9
(21) COc1c(C)cc(C(=O)C2CCCN(C(=O)c3ccc4[nH]ccc4c3)C2)cc1C (centres undefined)
 : -1	4	0.1	1	-4	18	-1	11	13
(22) CC(=O)N(c1ccccc1)C1SC(=O)N(c2ccccc2)C1=O (centres undefined)
 : -3	9	-0.6	14	-1	5	-1	9	4
(23) O=[N+]([O-])c1ccc(N2CCc3ccccc3C2)nc1
 : -5	23	0.4	34	-5	66*	1	63*	34
(24) Cc1ccc(COc2ccc(S(=O)(=O)N3CCCC3)cc2C(N)=O)cc1
 : 2	4	0.4	19	-2	14	2	2	-7
(25) Fc1ccccc1CNC(=S)Nc1ccc(Cl)cc1
 : -2	-13	102*	31	-4	-22	0	30	-35
(26) CCOC(=O)C1=C(C)NC2=C(C(=O)CCC2)C1c1coc2ccccc2c1=O (centres undefined)
 : -1	-7	0.3	21	-2	-13	1	-2	-30
(27) Cc1ccc(C(O)CN2C3=NCCN3c3ccccc32)cc1 (centres undefined)
 : -4	26	-1.5	48	2	-5	-2	-19	2
(28) O=C(CN1CCOCC1)NC1C2CC3CC(C2)CC1C3 (centres undefined)
 : -1	-8	-2.4	7	-2	16	1	13	5
(29) CCn1nnnc1SCC(=O)NNC(=O)C1CCCCC1
 : 0	20	-0.3	12	-2	3	1	-5	9
(30) COCCn1c(SCC(=O)NCCc2ccccc2)nnc1-c1ccco1
 : -3	2	-1.3	-1	-3	6	1	9	5
(31) CCc1nnc(NC(=O)c2ccc(-c3ccc([N+](=O)[O-])cc3Cl)o2)s1
 : 2	-66	1.6	11	0	17	2	15	11
(32) Fc1ccc(-c2nc3c(-c4ccccc4)cnn3cc2CCN2CCOCC2)cc1
 : 0	19	-1.3	4	-3	27	-1	-22	-3
(33) N=c1c2c(-c3ccccc3)c(-c3ccccc3)n(Cc3ccco3)c2ncn1Cc1ccco1
 : -3	24	6.9	-17	-6	32	-5	66*	26
(34) Cc1ccc(NC(=O)c2ccc(CSc3ncnc4nc[nH]c34)cc2)c(C)c1
 : -3	-1	-5.5	33	0	16	-2	19	11
(35) CCc1cccc(NC(=O)CCCSc2nc3ccccc3[nH]2)c1
 : -1	8	15	2	0	15	-13	13	6
(36) O=C1c2oc3ccccc3c(=O)c2C(c2cccc(Br)c2)N1Cc1ccco1 (centres undefined)
 : -5	13	4.0	17	-5	17	1	8	18
(37) COc1ccccc1NC(=O)C(=O)N1N=C(C(C)C)CC1(O)C(F)(F)F (centres undefined)
 : -1	10	-0.9	-1	-2	11	0	13	0
(38) CN(CC(=O)Nc1cccc(F)c1)C(=O)CC1CCCCC1
 : 4	-9	-1.2	7	0	4	3	17	8
(39) CCCCN1C(=O)c2cccc3cc(O)cc(c23)C1=O
 : -4	-2	20	19	3	6	-1	45	13
(40) CCOC(=O)N1CCN(CC(O)COc2ccc3c(c2)CCC3)CC1 (centres undefined)
 : -3	-49	-1.8	19	-2	5	0	-4	5
(41) CCOP(=O)(OCC)c1nc(-c2ccccc2)oc1NCc1ccccc1
 : -3	-7	-0.1	20	-3	23	-1	24	16
(42) C(=N\Nc1nc(N2CCCC2)nc(N2CCCC2)n1)/c1ccncc1
 : -2	-7	-1.6	10	-3	23	0	20	26
(43) Nc1nnc(CC(=O)NCc2ccccc2)s1
 : -1	27	-0.7	22	0	11	0	3	-3
(44) COc1ccc(C(=O)Nc2ccc(C(=O)O)cc2NC(=O)c2ccc(OC)cc2)cc1
 : -2	5	1.5	14	-4	5	1	20	15
(45) O=C(Nc1cccs1)Nc1ccccc1Br
 : -3	-8	29	-2	-4	-1	5	4	39
(46) C1=C[C@H]2CC[C@@H]1N(c1ccccc1)O2
 : .	.	-0.7	.	.	11	5	30	-12
(47) O=C(Nc1nncs1)C1COc2ccccc2O1 (centres undefined)
 : 0	5	4.5	13	-2	15	5	7	-11
(48) OCc1cn(-c2ccc(Cl)cc2)nn1
 : -2	5	-1.8	20	3	0	-1	8	-7
(49) COC(=O)c1ccc(NC(=O)CSc2nncn2-c2ccccn2)cc1
 : 0	14	-0.8	-8	-3	-1	0	3	12
(50) Cc1nc2ccccc2c(=O)n1NC(=O)/C=C/c1ccccc1Cl
 : -1	14	2.0	15	2	24	-1	23	20

(continued)
Values in the order: APJ agonist	APJ antagonist	MPTP block	NALP3 yeast inh	MIN6 prolif	tim10-1 inh	NR3A LBD binder	tim23-1 inh	TIM10 inh
(51) CCN(CC)CCN(C(=O)c1ccc(S(=O)(=O)N2CCCCC2)cc1)c1nc2cc3c(cc2s1)OCO3
 : -4	1	-2.5	16	2	35	0	27	34
(52) O=C(O)C1CC(=O)N(Cc2ccccc2)C1 (centres undefined)
 : -5	-2	0.0	14	-1	12	-1	4	-12
(53) Cc1c(C(=O)NC2CCCCC2)oc2ccccc12
 : -1	-3	-0.5	14	-2	23	0	33	1
(54) O=C(CS(=O)(=O)Cc1ccccc1)Nc1nnc(C(F)(F)F)s1
 : 1	1	0.0	-4	-3	-18	-1	4	1
(55) COc1cc2ccccc2cc1C(=O)N1CCCC1
 : 2	-1	1.1	11	-5	-2	-3	1	-6
(56) COc1ccccc1CNC(=O)CCC(=O)N1CC(C)Sc2ccccc21 (centres undefined)
 : -5	-46	-1.1	-1	-3	10	-1	20	15
(57) CCSc1nnc(Cc2cc(=O)[nH]c(=O)[nH]2)n1-c1ccc(F)cc1
 : -1	12	-0.2	17	5	-11	-1	1	-10
(58) CCN1CCCC1CN(Cc1cc2ccc(C)c(C)c2[nH]c1=O)C(=O)Nc1ccccc1OC (centres undefined)
 : -4	6	-3.6	31	-2	4	-2	-6	6
(59) CCOc1ccc(N2C(=O)C3C4C=CC(CC4)C3C2=O)c([N+](=O)[O-])c1 (centres undefined)
 : 5	5	0.8	20	0	33	-3	36	12
(60) Nc1cc(N)nc(SCC(=O)Nc2ccc3c(c2)OCCCO3)n1
 : -1	-10	0.1	0	-1	-4	-1	3	-28
(61) COc1ccc(NC2CCCN(C(=O)CCOc3ccccc3)C2)cc1 (centres undefined)
 : 2	-5	0.6	16	-2	19	0	14	4
